MT stabilize HCS – stabilizes microtubules in HeLa cells. HeLa tubulin immunostaining HCS, 24 h; share of cells brighter than vehicle mean+2SD. % tubulin-high responders, % at 10 µM. 200,000 compounds, 0.83% hits;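 active = plate Z-score above 3 for both tubulin-high and condensed-nucleus cell shares, with cell loss under 80%, at 10 µM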;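 also: anti alpha tubulin signal scored within the nucleus-defined area of each cell; some results filed as inactive read as strong as hits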
Hep lipid drop – hepatic lipid droplet formation modulation; AML12 mouse hepatocytes, oleate lipid droplets, BODIPY imaging; inhibition, % at 6.5 µM; 240,000 compounds, 0.4% hits; AID 1656;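 active = lipid droplet intensity inhibited by at least 50%, with more than 500 cells counted; inconclusive = wells with under 300 cells, treated as cytotoxic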
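Technique: fluorescence imaging, 20x objective, two fields per well / Assay system: AML12 hepatocytes (mouse) / Measure: % inhibition of lipid droplet signal / Doses: 6.5 µM single-point dosing / Incubation: overnight exposure / Reagent: 100 µM oleic acid challenge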
Autophagy HCS – alters autophagy in cells. 190,000 compounds, 0.98% hits. calls only at 10 µM (by protocol). MEF GFP-LC3 puncta imaging; test concentration mostly 10 µM;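 active = percentage of spot-positive cells more than 3 SD above its plate mean, without a fluorescence outlier flag or 80% toxicity; inconclusive = no clear call, values can overlap the other calls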;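 also: spot-positive cell cutoff set from DMSO-treated cells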
Myeloid diff MLP – compounds promoting myeloid differentiation; ER-HoxA9 myeloid progenitors, lysozyme-GFP differentiation, flow cytometry; calls only at 10 µM; 360,000 compounds, 1% hits; AID 624256;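 active = normalized GFP-positive differentiation at or above the plate's own cutoff, the solvent-only control mean plus 3 SD; inconclusive = no clear call, values can overlap the other calls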;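 also: cells exposed to compound for four days before flow analysis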
West Nile virus CPE – inhibition of WNV-induced cytopathic effect – cell-based, CPE readout (AID 1621). West Nile virus-infected cells, CPE inhibition; higher % means a stronger effect. CPE inhibition, % at 10 µM, or IC50 in µM where a hit was titrated. 290,000 compounds, 0.02% hits; in the data active = a potency from the dose series; inconclusive = CPE inhibition mostly from about 3.7% at the one dose, without a potency; inactive = the rest, 99 in 100 with CPE inhibition below about 2.2%; also: strong numbers were not always called active
T cell HTS – modulates CD8 T cell binding to vesicles. 2C CD8+ T cell-vesicle binding, flow cytometry; stronger effect = lower value. calls only at 7 µM. 330,000 compounds, 0.068% hits;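 active = response, share of CD8 T cells binding vesicles, and their 90th percentile fluorescence all below set limits, cut at about 80% in these data, passing the limit was not always enough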
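material = purified 2C TCR transgenic mouse naive CD8+ T cells | controls = Unloaded micro-vesicles (low), QL9 vesicles with 0.7% DMSO (high) | detection = cytometric PE anti-B7-1 and Alexa647 anti-CD8 signals after 1% paraformaldehyde fixation | incubation = binding step 1.5 h, 37 °C, antibody labelling 20 min, ice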
bCat nuc transl – alters nuclear translocation of beta-catenin in HeLa cells | immunofluorescence imaging | 190,000 compounds, 0.3% hits | nuclear translocation activity, % at 5 µM;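 active = nuclear translocation activity above 50% at 5 µM, with a well cell count of 50 or more; inconclusive = wells under 50 cells across six images, flagged as toxic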;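 also: per-cell ratio of nuclear to cytoplasmic median beta-catenin stain intensity; plate controls were DMSO negative control for no effect and GSK-3 inhibitor IX positive control for full effect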
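assay system = human HeLa cells, endogenous beta-catenin | times = compound treatment 24 h, 37°C, 5% CO2 | detection = Anti-beta-catenin immunofluorescence on PFA-fixed, Triton-permeabilized cells, DAPI nuclei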
WT yeast gro inh – growth inhibition of WT yeast, mitochondrial fusion screen; mitochondrial fusion phenotypic screen, WT strain; inhibition, % at 10 µM; 190,000 compounds, 2.1% hits; AID 1362; in the data active = inhibition above about 58%; tested in S. cerevisiae
Insulin prom up – MIN6 insulin promoter up-regulation; 190,000 compounds, 0.3% hits; AID 1625; z-score at 5 µM; MIN6 insulin promoter-GFP reporter, high-content imaging; stronger effect = higher value;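 active = z-score above 3 at 5 µM with at least 500 cells counted in the well; inconclusive = wells under 500 cells, flagged as cytotoxic or low count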
WT yeast gro inh mutant strain – further read-out of WT yeast gro inh, marked with its call; inhibition, %; mitochondrial fusion phenotypic screen, mutant strain inhibition
Insulin prom up cell count – second read-out of Insulin prom up, no call of its own (marks repeat the call); cell count; measured here: cytotoxicity, nuclei count;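 total cells summed across four imaged fields per well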
Hep lipid drop cells 6.5 µM – recorded beside Hep lipid drop, whose call it bears; cell count; measured here: cell count, cytotoxicity flag;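 cells counted across two imaged fields per well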
bCat nuc transl cell count 5 µM – second read-out of bCat nuc transl, no call of its own (marks repeat the call); cell count; measured here: cell count, cytotoxicity flag
T cell HTS vesicle-bound % – recorded beside T cell HTS, whose call it bears; double positive events, %; measured here: CD8+ vesicle-bound cell fraction;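 binding gate set so that unloaded-vesicle control wells show 10% double positive cells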
MT stabilize HCS Hoechst-high % – also measured in MT stabilize HCS; calls as there; % Hoechst-high responders; measured here: nuclear condensation Hoechst responders;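 share of cells brighter than vehicle mean plus two SD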
MT stabilize HCS cytotoxicity % – further read-out of MT stabilize HCS, marked with its call; toxicity, %; measured here: cytotoxicity by cell density;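 0% = mean cell density of plate MIN control wells and 100% = no cells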
Autophagy HCS cell loss 18 h – further read-out of Autophagy HCS, marked with its call; toxicity, %; measured here: cell loss, nuclei count;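 cell loss after 18 h compound exposure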
Myeloid diff MLP GFP+ MAC1+ % – recorded beside Myeloid diff MLP, whose call it bears; GFP+ MAC1+ double positive, %; measured here: differentiation confirmed by MAC1 staining
Active calls of the source: *; i = inactive; ? = inconclusive; . = not tested or not shown; & = joins results of further samples. An unsorted share of the library. About 3.9% of those tested had a hit in this group.

SMILES	MT stabilize HCS	MT stabilize HCS Hoechst-high %	MT stabilize HCS cytotoxicity %	Hep lipid drop	Hep lipid drop cells 6.5 µM	Autophagy HCS	Autophagy HCS cell loss 18 h	Myeloid diff MLP	Myeloid diff MLP GFP+ MAC1+ %	West Nile virus CPE	T cell HTS	T cell HTS vesicle-bound %	bCat nuc transl	bCat nuc transl cell count 5 µM	WT yeast gro inh	WT yeast gro inh mutant strain	Insulin prom up	Insulin prom up cell count
CCc1cccc(NC(=O)C2CCN(S(=O)(=O)c3ccc4[nH]c(=O)ccc4c3)CC2)c1	.	.	.	4	761	.	.	i	1.2	-0.1%	i	5	.	.	.	.	.	.
CCN(CC)CCn1c(=S)[nH]c2cc(Cl)ccc2c1=O	2.2	2.2	7.2	.	.	i	-2	i	1.1	-0.5%	i	34	-1.4	873	-13	-14	-1.2	1332
COC(=O)c1ccc(C(=O)OC)c(NC(=O)N2c3ccccc3Sc3ccccc32)c1	12	8.7	20	16	735	i	7	i	6.7	1.8%	i	38	-0.7	1029	0	25	-0.65	1811
COc1ccc(CCNC(=O)CSc2ccc(-c3ccccc3)nn2)cc1	2.1	2.3	1.8	-6	683	i	13	.	.	-0.4%	i	44	0.2	1071	-6	8	-0.13	1521
COCCN(C(C)=O)c1nnc(-c2cnccn2)s1	2.5	3.1	11	.	.	i	11	i	0.5	.	i	42	-2.0	1167	-1	3	.	.
O=C(c1ccc(S(=O)(=O)N2CCCC2)cc1)N1CCC(CN2C(=O)c3cccc4cccc(c34)C2=O)CC1	.	.	.	9	742	.	.	i	0.5	0.1%	i	11	1.1	1246	.	.	-1.8	1009
O=C(O)c1ccc2c(=O)n3c(nc2c1)/C(=C/c1ccc(OC(F)F)cc1OC(F)F)CC3	.	.	.	16	830	.	.	i	0.6	0.3%	i	29	.	.	.	.	.	.
CC(C)c1ccc(CN2C(=O)NC3(CCCCCC3)C2=O)cc1	.	.	.	-4	817	.	.	i	2.4	-0.1%	i	47	.	.	.	.	.	.
CCN(CC)C(=O)CCCOc1ccc(Cl)cc1Cl	15	4.4	7.6	.	.	i	-2	i	1.1	2.0%	i	47	2.7	822	3	3	-1.2	1429
COc1ccc2cc(C(=O)N3CCN(c4ccccc4F)CC3)[nH]c2c1	.	.	.	-3	805	.	.	?	.	-0.7%	i	19	.	.	.	.	.	.
Cc1ccc(O)c(CNn2cnnc2)c1	1.9	1.3	4.5	0	752	i	-1	i	4.5	0.0%	i	33	-0.4	1106	15	4	0.63	1143
CC(=O)c1c(C)[nH]c(C(=O)NCCC2=CCCCC2)c1C	5.0	3.1	10	0	765	i	-6	i	0.3	-0.7%	i	45	.	.	14	21	0.84	1040
COc1cccc2c1OC1(CCN(C(C)C)CC1)N1N=C(c3cccnc3)CC21 (stereo not drawn)	.	.	.	-21	758	.	.	i	0.5	-0.1%	i	20	-1.0	1319	.	.	0.57	1079
COc1ccc(-c2csc(NCc3ccco3)n2)cc1C	2.3	1.8	0.8	0	773	i	-9	i	0.7	-0.2%	i	50	-0.8	1214	-10	14	0.43	1206
CCn1c(=O)cc(OCC(=O)NCc2ccc(C)o2)c2ccccc21	3.9	1.7	4.8	18	706	i	4	i	0.7	0.3%	i	58	.	.	-6	-12	1.2	1257
Oc1ccc(-c2csc(Nc3ncccn3)n2)c(O)c1	6.4	1.7	1.2	16	695	i	8	i	0.7	0.8%	i	26	-2.9	1114	8	6	-0.98	1204
CC1CCN(C(=O)C2CCC(C)(C(=O)O)C2(C)C)CC1 (stereo not drawn)	2.1	2.4	9.2	-2	590	i	0	i	0.5	-0.4%	i	100	3.7	453	17	11	0.46	1240
O=C(NCc1ccc(F)cc1)C1CCN(S(=O)(=O)c2ccc(Br)s2)CC1	.	.	.	-10	801	.	.	i	0.4	0.3%	i	38	.	.	.	.	.	.
O=C1C(Cl)=C(N2CCCCCC2)C(=O)N1c1ccccc1Cl	.	.	.	-5	847	.	.	i	0.1	-1.2%	i	10	.	.	.	.	.	.
CC(Sc1ccc(Cl)cc1)C(=O)Nc1ccc2c(c1)OCO2 (stereo not drawn)	2.6	1.8	6.8	-42	686	i	12	i	1.4	-0.1%	i	35	1.9	1155	10	2	-0.37	1008

The list goes on; the last 2 above are carried over.
SMILES	MT stabilize HCS	MT stabilize HCS Hoechst-high %	MT stabilize HCS cytotoxicity %	Hep lipid drop	Hep lipid drop cells 6.5 µM	Autophagy HCS	Autophagy HCS cell loss 18 h	Myeloid diff MLP	Myeloid diff MLP GFP+ MAC1+ %	West Nile virus CPE	T cell HTS	T cell HTS vesicle-bound %	bCat nuc transl	bCat nuc transl cell count 5 µM	WT yeast gro inh	WT yeast gro inh mutant strain	Insulin prom up	Insulin prom up cell count
O=C1C(Cl)=C(N2CCCCCC2)C(=O)N1c1ccccc1Cl	.	.	.	-5	847	.	.	i	0.1	-1.2%	i	10	.	.	.	.	.	.
CC(Sc1ccc(Cl)cc1)C(=O)Nc1ccc2c(c1)OCO2 (stereo not drawn)	2.6	1.8	6.8	-42	686	i	12	i	1.4	-0.1%	i	35	1.9	1155	10	2	-0.37	1008
Cc1snc(S(=O)(=O)Cc2c(Cl)cccc2Cl)c1C#N	2.6	2.1	0.6	.	.	i	4	i	1.2	0.5%	i	20	-3.2	976	32	33	1.2	1497
Nc1nc2ccc(OC(F)(F)F)cc2s1	6.5	2.7	5.8	-20&-6	692&673	i	1	i	1.5	0.3%&-0.2%	i	25&7	0.4	1135	13&13	-13&24	0.04	1473
O=C(c1noc2c1CCCC2)N1CCN(Cc2ccccc2)CC1	4.7	2.3	8.8	.	.	i	26	i	6.3	-0.3%	i	18	3.7	1387	-13	-15	-0.49	1407
CC(C)(C)c1ccc(CN2N=C(/C=C/c3ccccc3)CCC2=O)cc1	3.0	2.5	8.3	14	710	i	2	i	0.1	0.2%	i	40	-2.2	1094	72*	3.8*	-0.04	1152
CCOC(=O)CNC(=O)CN1C(=O)CCSc2ccccc21	6.3	2.7	11	-2	665	i	-28	i	0.5	0.5%	i	55	1.9	955	4	11	-0.24	1389
Cc1cc(-c2c(C)[nH]n(-c3ccccc3)c2=O)n(-c2ccccc2)n1	1.4	1.3	4.5	.	.	i	-2	i	0.5	1.1%	i	9	-0.1	1423	11	17	0.24	1583
Cc1noc(C)c1C(=O)N1CCc2ccccc2C1	2.9	1.9	6.0	-9	694	i	-11	i	3.8	0.1%	i	36	-0.5	1057	-10	-25	.	.
Cc1ccc(NC(=O)CSc2nnc(Cn3c(=O)sc4ccccc43)n2C)cc1Cl	2.8	2.3	11	1	765	i	5	i	3.0	.	i	65	2.2	957	-14	-10	0.75	1226
O=C(c1ccco1)N1CCN(C(=S)NCc2ccc(F)cc2)CC1	.	.	.	1	817	.	.	i	0.7	-0.4%	i	44	.	.	.	.	.	.
Cc1ccc(-c2noc(=O)n2CC(=O)c2ccc(Cl)cc2)cc1	1.9	2.2	2.8	-4	697	i	-1	i	0.2	-0.9%	i	18	-0.8	1050	1	-7	0.49	1508
CC(=O)c1cccc(NC(=O)c2cc(S(=O)(=O)N3CCOCC3)cs2)c1	.	.	.	2	812	.	.	i	0.3	-0.3%	i	66	.	.	.	.	.	.
CCOC(=O)c1nc(N)sc1C(=O)OCC	3.7	1.7	23	.	.	i	8	i	0.4	0.1%	i	6	-0.6	1240	7	-1	-0.4	1601
Cc1nn(CC#N)c(=O)n1-c1ccccc1F	0.9	1.1	5.0	4	785	i	10	i	1.2	0.1%	i	40	.	.	-8	-11	-1.6	833
CCCNC(=O)Cc1c(C)n(C(=O)c2ccc(Cl)cc2)c2ccc(OC)cc12	.	.	.	2	733	.	.	i	6.8	-0.6%	i	53	.	.	.	.	.	.
CC1CCCN(C(=O)N2c3ccccc3Sc3ccccc32)C1 (stereo not drawn)	1.2	1.5	3.5	-4	726	i	-8	i	5.4	-1.3%	i	40	.	.	69*	18*	0.69	909
CCCn1nnc(NC(=S)NC(=O)CC)n1	1.3	1.8	5.1	-1	744	i	-11	i	1.1	0.8%	i	29	-6.8	1189	-14	-18	-0.65	990
CCOC(=O)N1CCN(C(=O)/C=C/c2ccc3c(c2)OCO3)CC1	4.0	1.9	7.3	-12	667	i	14	i	0.5	-0.5%	i	34	2.1	568	-13	11	-0.16	1240
CC(CCc1ccccc1)C(=O)NO (stereo not drawn)	4.7	1.8	4.0	.	.	i	-2	i	0.5	0.2%	i	37	-4.8	947	5	6	-0.26	1354
COC(=O)Cc1cc(=O)oc2cc(OC)ccc12	2.6	1.9	4.7	15	634	i	14	i	7.6	0.0%	i	54	-1.8	952	-17	-2	0.37	1963
O=C(CSc1nnc2scc(-c3ccc(Cl)cc3)n12)NCc1ccco1	3.0	2.3	3.9	0	690	i	-6	?	.	0.0%	i	24	.	.	-11	-25	.	.
Cc1nc2nc(SCc3ccccc3)[nH]n2c(=O)c1C	.	.	.	8	722	.	.	i	0.3	0.5%	i	37	.	.	.	.	.	.

3 entries already listed, sorted by the value under West Nile virus CPE, high to low:
structure,West Nile virus CPE
CCCn1nnc(NC(=S)NC(=O)CC)n1,0.8%
CCn1c(=O)cc(OCC(=O)NCc2ccc(C)o2)c2ccccc21,0.3%
O=C(CSc1nnc2scc(-c3ccc(Cl)cc3)n12)NCc1ccco1,0.0%

Assay outcomes: PubChem, several laboratories
